Bioassay records (PubChem BioAssay)
EWS-Fli block: EWS/Fli transcriptional activity inhibition; A673 NR0B1-luciferase reporter, viability-normalised; inhibition, % at 12.6 µM; 350,000 compounds, 0.67% hits; AID 651661;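 active means mean inhibition of at least 50% after viability correction, with every replicate also passing that limit; inconclusive means mean reaches 50% but only one of two replicates passes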;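 further: firefly luciferase signal divided by Alamar Blue viability fluorescence both relative to DMSO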
PAX8 reporter: inhibitors of PAX8 transcriptional activity in RMG-I cells | inhibition, % at 12.6 µM | 360,000 compounds, 1.2% hits | RMG-I TPO-luciferase reporter, SteadyGlo, 24 h;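 active means mean replicate inhibition at least 60% with every replicate also reaching 60%; inconclusive means only one of the two criteria is met; inactive means mean below 60% and not all replicates reaching 60%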;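 further: luciferase light reporting Pax8 driven TPO promoter activity; plate controls were median of neutral control wells for no effect and mitoxantrone controls for full effect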
FN deposit inh: fibronectin deposition inhibition | inhibition, % at 12.6 µM | 350,000 compounds, 0.086% hits | AH1F fibroblasts, Alexa488-fibronectin deposition fluorescence, overnight;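 active means mean inhibition across replicates of 30% or more, regardless of how many single replicates reach that level; inconclusive means mean under 30% yet at least half of replicates reach 30%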;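 further: positive control wells lacked labelled fibronectin entirely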
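Material: AH1F fibroblast monolayer depositing Alexa488-labelled fibronectin into matrix | Input: 10000 AH1F cells/well | Medium: DMEM plus 2% serum, read in PBS | Reagent: Alexa488-fibronectin, 24 nM final in well | Compound dosing: One dose per compound, pinned | Schedule: 1 h adhesion, overnight exposure | Measured by: Fluorescence at 485 nm excitation, 525 nm emission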
miR-122 sensor: miR-122 inhibition in Huh7 cells. Huh7 miR-122 Renilla luciferase sensor, 48 h; neutral wells = 0, positive control = 100. AID 602342. activation (reporter increase), % at 12.5 µM. 340,000 compounds, 0.3% hits;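 active means mean replicate activation score at least 90 and every replicate individually at or above 90; inconclusive means only one of the two criteria met; inactive means neither criterion met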;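 further: higher luciferase means less miR-122 activity so hits act as miR-122 inhibitors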
GSIS activator: primary screen for activators of insulin secretion dependent on glucose, INS-1E cells, GLuc reporter luminescence | INS-1E GLuc reporter insulin secretion, 2-3 h | activation, % at 16.6 µM | 370,000 compounds, 0.61% hits | AID 743287;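 active means lowest replicate activation of at least 40%, so every replicate reaches that level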;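 further: 0% = median of neutral control wells and 100% = median of IBMX positive control wells; some compounds called inactive have numbers as strong as hits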
DENV2 CPE rescue: inhibitors of DENV2 cytopathic effect; 350,000 compounds, 1.7% hits; AID 651640; CPE inhibition, % at 9.99 µM; DENV2-infected cells, cytopathic effect rescue, plate reader; in the data active means CPE inhibition above about 20%, passing the limit was not always enough; inconclusive means no clear call, values can overlap the other calls; tested in BHK-21 cells;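 further: 0% = median of neutral control wells and 100% = median of positive control wells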
CFTR F508del cor: CFTR F508del correction in bronchial cells; CFBE cells, YFP halide quenching; stimulated with forskolin plus potentiator P3; % fluorescence drop versus neutral controls; activity (quench increase), % at 7.58 µM; 350,000 compounds, 0.36% hits; AID 720511;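 active means mean added fluorescence quench of at least 8% versus neutral control, with both replicates also reaching 8%; inconclusive means only one of the mean or replicate conditions met; inactive means mean below 8% and not both replicates reaching 8%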;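 further: cells transiently co-express mutant CFTR-F508del with the halide-sensitive YFP; corrector assay measuring rescue of mutant channel to the surface after 24 h compound exposure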
* hit, by the source's call; ? = inconclusive; . = not tested or not shown; & = joins results of further samples; [ ] = dose if it differs, or a comment. This is a random part of the collection (roughly 3.9% active in at least one column).

cpd	Molecule	EWS-Fli block	PAX8 reporter	FN deposit inh	miR-122 sensor
1	Oc1ccc(Br)cc1/C=N/Nc1ncc(-c2ccccc2)cn1	19	9	6	.
2	Cn1c(/C=N/Nc2nc3ccccc3[nH]2)nc2ccccc21	12	9	22	.
3	O=C(O)c1ccc(S(=O)(=O)c2ccc3c(c2)C(=O)N(NC(=O)c2ccc(O)cc2)C3=O)cc1	5	14	-4	6
4	Nn1c(C2COc3ccccc3O2)n[nH]c1=S (configuration not stated)	-4	3	4	-6
5	O=C(COC(=O)COc1ccc(Cl)cc1)Nc1cccnc1Cl	-1	-10	-2	8
6	O=C(C[C@@H]1C=C[C@H](NC(=O)Nc2ccccc2)[C@@H](CO)O1)NCc1cccc(F)c1	4	-4	.	.
7	CC(C)NC(=O)CC(=O)N/N=C\c1ccccc1C(=O)O	2	-13	2	.
8	C=CCn1c(SCC(C)=O)nnc1-c1ccc2ncccc2c1	7	9	-12	.
9	CCOC(=O)C1=C(N)Oc2cc(O)ccc2C1c1cccc([N+](=O)[O-])c1 (configuration not stated)	12	34	3	18
10	CO[C@H]1CN(C)C(=O)c2ccc(NC(=O)C3CC3)cc2OC[C@@H](C)N(CC2CCOCC2)C[C@@H]1C	-8	.	3	4[16.7 µM]
11	C[C@H]1CN([C@@H](C)CO)C(=O)Cc2cc(NC(=O)C3CC3)ccc2O[C@H]1CN(C)S(=O)(=O)c1ccccc1	4	1	.	-6[16.7 µM]
12	O=C(CC(c1ccccc1)c1cc(Br)ccc1O)N1CCCC1 (configuration not stated)	7	7	4	10

cpd	GSIS activator	DENV2 CPE rescue	CFTR F508del cor
1	.	3	-1.3
2	.	-1	.
3	9	-1	-0.3
4	4	.	-3.4
5	-7	11	0.9
6	4	-2	2.3
7	24	2	1.5
8	-5	10	-0.4
9	-9	3	3.7
10	18	.	1.6
11	14	-8	0.5
12	-11	1	-1.1

Continued:
cpd	Molecule	EWS-Fli block	PAX8 reporter	FN deposit inh	miR-122 sensor
13	COc1cc2[nH]c(=O)n(Cc3ccc(C(=O)NC4CCCC4)cc3)c(=O)c2cc1OC	.	11	-23	-2
14	CC(C)OP(=O)(c1ccc(N(C)C)cc1)C(O)c1ccc(Br)cc1 (configuration not stated)	10	-8	-4	.
15	Cc1noc(C)c1S(=O)(=O)Nc1ccc2c(c1)CC(=O)N([C@H](C)CO)C[C@@H](C)[C@@H](CN(C)C(=O)Nc1cccc3ccccc13)O2	5	.	-7	3[16.7 µM]
16	CCCCN(C(=O)c1ccc(-c2ccc(Cl)cc2)o1)c1c(N)n(CCCC)c(=O)[nH]c1=O	2	-8	2	4
17	CCN(CC)S(=O)(=O)c1ccc(N2CCCC2)c(NC(=O)C2CSC3(C)CCC(=O)N23)c1 (configuration not stated)	1	3	-4	.
18	CCCN1CCC(=O)N(CCSc2ccc(C)cc2)CC1	-41	-46	-1	-1
19	C[C@H](CO)N1C[C@H](C)[C@H](CN(C)Cc2ccccn2)Oc2ncc(-c3ccc(F)cc3)cc2C1=O	13	9	9	0[16.7 µM]
20	COc1ccccc1CCNS(=O)(=O)c1cc2c3c(c1)CCN3C(=O)CC2	0	5	-5	27
21	CCOc1ccc(NC(=O)CN2C(=O)COc3ccc(S(=O)(=O)N4CCCCC4)cc32)cc1	.	-11	-1	-8
22	CCOc1ccc(NC(=O)C(=S)NC2CCCCC2)cc1	-83	-155	7	.
23	COCCOC1CCN(C(=O)c2ccc(OC)c(OC3CCN(C(C)C)CC3)c2)CC1	.	4	5	3
24	CCn1cc(S(=O)(=O)CC(=O)Nc2ccc3c(c2)OCO3)c2ccccc21	-4	-16	6	76

cpd	GSIS activator	DENV2 CPE rescue	CFTR F508del cor
13	.	.	.
14	15	-4	2.0
15	-7	-7	-3.9
16	.	-1	-1.7
17	-18	-4	2.2
18	1	.	1.6
19	9	-8	-2.3
20	17	0	-0.5
21	-17	4	-0.2
22	-4	-3	-3.5
23	-11	-12	1.9
24	-5	-6	-1.8

(listing goes on)
cpd	Molecule	EWS-Fli block	PAX8 reporter	FN deposit inh	miR-122 sensor
25	O=C(C[C@H]1CC[C@@H](NS(=O)(=O)c2ccc(F)cc2)[C@H](CO)O1)N1CCc2ccccc2C1	7	6	.	.
26	CN(C)CCCNC(=O)C[C@@H]1CC[C@H]2[C@@H](COC[C@@H](O)CN2Cc2cccc(C(F)(F)F)c2)O1	1	4	-3	4[16.7 µM]
27	O=C(Nc1ccc(C(F)(F)F)cc1)N[C@@H]1CC[C@@H](CCNC(=O)c2ccccc2F)O[C@H]1CO	1	12	.	.
28	C=CCN(c1ccc(OC)cc1)S(=O)(=O)c1ccc(Cl)c(C(=O)OCC(=O)NC2CC2)c1	4	10	-1	.
29	O=C(C[C@@H]1CC[C@@H]2[C@H](COC[C@H](O)CN2C(=O)c2ccccc2)O1)NCc1cccc(F)c1	0	-32	-12	-7[16.7 µM]
30	COc1ccc(S(=O)(=O)N(C)C[C@@H]2OCCCC[C@@H](C)Oc3ccc(NS(=O)(=O)c4ccc(F)cc4)cc3C(=O)N([C@H](C)CO)C[C@H]2C)cc1	-2	56	5	-15[16.7 µM]
31	C[C@H](CO)N1C[C@H](C)[C@@H](CN(C)Cc2ccccc2)Oc2ccc(NC(=O)Nc3ccccc3)cc2C1=O	-1	6	1	-1[16.7 µM]
32	O=C(c1cc(-c2ccc(Cl)s2)nc2ccccc12)N1CCOCC1	-3	-1	2	.
33	Cc1ccccc1-c1ccc([C@@H]2[C@@H](CO)N3CCCCN(CC4CC4)C[C@H]23)cc1	-7	9	.	6[16.7 µM]
34	CCN(CC)CCNC(=O)c1ccc(NC(=O)c2c(C)nn(-c3ccc(F)cc3)c2Cl)cc1	6	11	-4	.
35	CSc1nc2c(C)c(C)c(C)c(C)c2[nH]1	-5	12	-6	.
36	CCOC(=O)c1ccc(NS(=O)(=O)c2cc(C)ccc2OC)cc1	.	8	5	373*

cpd	GSIS activator	DENV2 CPE rescue	CFTR F508del cor
25	-6	-14	-0.6
26	-6	12	0.6
27	-3	6	-0.4
28	-10	-1	-0.8
29	5	-4	-6.5
30	-12	13	-2.3
31	-6	4	-0.3
32	20	-6	0.0
33	-9	52*	-0.2
34	3	-1	0.2
35	5	-2	0.8
36	.	.	.

Rewritten bar-delimited: part of the list above
No. | compound | EWS-Fli block | PAX8 reporter | FN deposit inh | miR-122 sensor | GSIS activator | DENV2 CPE rescue | CFTR F508del cor
34 | CCN(CC)CCNC(=O)c1ccc(NC(=O)c2c(C)nn(-c3ccc(F)cc3)c2Cl)cc1 | 6 | 11 | -4 | . | 3 | -1 | 0.2
8 | C=CCn1c(SCC(C)=O)nnc1-c1ccc2ncccc2c1 | 7 | 9 | -12 | . | -5 | 10 | -0.4

Next section:
cpd	Molecule	EWS-Fli block	PAX8 reporter	FN deposit inh	miR-122 sensor
37	COCCN1Cc2cccc(C(=O)NC3CCCCCC3)c2C1=O	.	-9	-9	-2
38	CN(C)CC(=O)N1[C@@H](C#N)[C@@H](c2ccccc2-c2ccc(C(=O)N(C)C)cc2)[C@@H]1CO	9	.	-13	.
39	Cc1ccc[n+](C(C)C(=O)c2ccc(Cl)cc2)c1 (configuration not stated)	0	-22	3	-3
40	CC(=O)Nc1ccc(S(=O)(=O)N(Cc2ccccc2)c2ccccc2)cc1	-1	3	5	14
41	O=C(Nc1ccc([N+](=O)[O-])cc1)Nc1ccon1	.	21	7	?
42	Cc1nc(N)nc(N)c1-c1ccc(Cl)c(Cl)c1	53*	54	.	1
43	COCC(C)NC(=O)c1cc(-c2ccc(OC)c(OC)c2)on1 (configuration not stated)	-17	.	.	-3
44	CCNC(=O)Nc1ccc2c(c1)C(=O)N(C)[C@H]1CC[C@@H](CC(=O)Nc3ccccc3)O[C@H]1CO2	6	3	-3	1[16.7 µM]
45	CCCN(C)C[C@H]1Oc2cc(-c3ccccc3)ccc2S(=O)(=O)N([C@@H](C)CO)C[C@H]1C	5	.	-3	-4[16.7 µM]
46	CCN1CCN(c2cc(C)c3cc(NC(=S)N4CCN(c5ccccc5)CC4)ccc3n2)CC1	20	19	9	6
47	[O-]/[N+](=C\c1cccc(Br)c1)c1ccccc1	-27	-13	.	2
48	C[C@@H](NC(=O)C[C@H]1C[C@H]2c3cc(NC(=O)Nc4ccccc4F)ccc3O[C@H]2[C@@H](CO)O1)c1ccccc1	4	-7	.	-5[16.7 µM]

cpd	GSIS activator	DENV2 CPE rescue	CFTR F508del cor
37	11	.	.
38	7	?	0.8
39	5	-3	0.0
40	4	-9	-0.2
41	-7	0	4.6
42	.	-3	5.7
43	19&0	.	-1.0
44	4	5	2.8
45	-4	-2	-4.0
46	5	?	-6.0
47	-7	2	-3.2
48	5	13	1.1

Next part:
cpd	Molecule	EWS-Fli block	PAX8 reporter	FN deposit inh	miR-122 sensor
49	CCOCC(=O)Nc1ccc(C(=O)Nc2ccccc2Cl)cc1	-19	-19	9	.
50	Cc1ccc(N(C)S(=O)(=O)c2ccc(-c3ccc(=O)[nH]n3)s2)cc1C	.	-14	15	.
51	CC(Nc1ccc(F)cc1)=[N+](C)CCNS(=O)(=O)c1ccc(Cl)cc1	.	.	-7	5
52	O=C(CCc1n[nH]c(=O)[nH]c1=O)N/N=C/c1ccc(Br)o1	-20	15	.	.
53	COc1cccc(C(=O)Nc2ccc(NC(=O)c3cc4ccccc4o3)c(OC)c2)c1	38	34	-6	6
54	COC(=O)c1cccc([N+](=O)[O-])c1CN1CCCC(C(N)=O)C1 (configuration not stated)	4	7	.	.
55	CCN(CC)c1ccc(CNc2nc3ccccc3n2C(C)C)cc1	4	20	12	-4
56	O=C1C=C(NC2CCCC2)CC(c2ccccc2)C1 (configuration not stated)	3	0	-4	7
57	CN(C)C(=O)C[C@@H]1C[C@@H]2c3cc(NC(=O)C4CCC4)ccc3O[C@@H]2[C@@H](CO)O1	-2	-3	-3	5[16.7 µM]
58	CC(NCC(O)COc1ccc(S(=O)(=O)N2CCOCC2)cc1)c1ccccc1 (configuration not stated)	6	-6	0	.
59	COc1ccccc1-c1ccc2c(c1)O[C@H](CN(C)S(=O)(=O)c1ccc(C)cc1)[C@H](C)CN([C@@H](C)CO)S2(=O)=O	-3	16	.	22[16.7 µM]
60	O=C(CSc1ncccn1)NCc1ccc2c(c1)OCO2	-41	-8	7	-1

cpd	GSIS activator	DENV2 CPE rescue	CFTR F508del cor
49	1	-6	1.2
50	17	1	-1.4
51	26	0	-3.0
52	3	-3	-0.6
53	1	-2	-6.5
54	-4	12	1.1
55	5	1	-1.5
56	1	0	-3.0
57	1	6	2.7
58	8	5	0.7
59	18	-4	3.7
60	5	0	1.0

3 entries from above, sorted by the value under miR-122 sensor, lowest first:
no.	molecule	miR-122 sensor	GSIS activator	DENV2 CPE rescue	CFTR F508del cor
55	CCN(CC)c1ccc(CNc2nc3ccccc3n2C(C)C)cc1	-4	5	1	-1.5
60	O=C(CSc1ncccn1)NCc1ccc2c(c1)OCO2	-1	5	0	1.0
53	COc1cccc(C(=O)Nc2ccc(NC(=O)c3cc4ccccc4o3)c(OC)c2)c1	6	1	-2	-6.5

Further structures
cpd	Molecule	EWS-Fli block	PAX8 reporter	FN deposit inh	miR-122 sensor
61	Cc1cc(C)c(C)c(S(=O)(=O)N2CCN(C(=O)c3ccccc3OCc3c(C)noc3C)CC2)c1C	11	23	7	-12
62	O=C1N[C@@H](Cc2ccccc2)C(=O)N2CCC[C@@H]12	8	30	1	-1
63	Cc1ccc(C(=O)NNC(=O)Cn2nnc3ccccc32)cc1	-62	-17	5	2
64	CO[C@@H]1CN(C)C(=O)c2cc(NC(=O)C3CCC3)ccc2OC[C@H](C)N(C)C[C@H]1C	0	-5	-10	.

cpd	GSIS activator	DENV2 CPE rescue	CFTR F508del cor
61	12	-6	2.6
62	-7	-6	1.1
63	-12	.	-2.4
64	0	-1	0.0
